High-throughput results (PubChem)
Pf growth 48h = Primary qHTS for delayed death inhibitors of the malarial parasite plastid, 48 hour incubation; P. falciparum luciferase growth in erythrocytes, 48 h; 310,000 compounds, 5.9% hits; Potency, µM (doses to about 28.7 µM), for the others: top-dose activity change, negative = inhibition, most hits filed as inhibitors; further: potency means the concentration at half of the fitted maximal effect; on the % scale 0 is the no-effect control and ±100 the full control effect
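Growth was read as firefly luciferase luminescence after a 48 h, 37 C, 5% CO2 exposure of compounds to reporter-bearing P. falciparum cultures (0.1% parasitemia, 2% hematocrit final) in Albumax-supplemented RPMI 1640.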
Shiga toxin inh = A qHTS for Small Molecule Inhibitors of Shiga Toxin; 290,000 compounds, 9.2% hits; Vero cells, Shiga toxin protein synthesis inhibition reporter; inhibition, % at 38.7 µM; AID 2315, 2010; in the data active means inhibition mostly above about 28%, no sharp cut-off; inactive means mostly below about 43%; further: 0% is about no effect
Pf growth 96h = Primary qHTS for delayed death inhibitors of the malarial parasite plastid, 96 hour incubation; AID 504834, 2011; 320,000 compounds, 6.9% hits; Potency, µM (doses to about 28.7 µM), for the others: top-dose activity change, negative = inhibition, usual class: inhibitors; P. falciparum luciferase reporter growth, 96 h; further: potency means the concentration at half of the fitted maximal effect; on the % scale 0 is the no-effect control and ±100 the full control effect
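P. falciparum expressing integrated firefly luciferase grown in erythrocytes (2% hematocrit, 0.05% parasitemia final) with compounds for 96 hours at 37 C, 5% CO2. Growth inhibition read as loss of luminescence after adding luciferase detection reagent.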
Cycloheximide cs = Cycloheximide Counterscreen for Small Molecule Inhibitors of Shiga Toxin. cell reporter, cycloheximide protein synthesis inhibition counterscreen. max response, %. 300,000 compounds, 12% hits; in the data active means max response mostly above about 13%, no sharp cut-off; inactive means mostly below about 14%; further: read at 38.3 µM for the half of the compounds with a filed dose; 0% is about no effect
LmPK inhibitor = qHTS Assay for Inhibitors of Leishmania Mexicana Pyruvate Kinase (LmPK) | purified LmPK, Kinase-Glo ATP luminescence, 1 h | Potency, µM (doses to about 57.5 µM), for inactives: at the top dose activity change, negative = inhibition, actives largely listed as inhibitors | 290,000 compounds, 0.37% hits | Q27686; further: potency means the concentration at half of the fitted maximal effect; on the % scale 0 is the no-effect control and ±100 the full control effect
Target sequence (Q27686 whole entry, looked up): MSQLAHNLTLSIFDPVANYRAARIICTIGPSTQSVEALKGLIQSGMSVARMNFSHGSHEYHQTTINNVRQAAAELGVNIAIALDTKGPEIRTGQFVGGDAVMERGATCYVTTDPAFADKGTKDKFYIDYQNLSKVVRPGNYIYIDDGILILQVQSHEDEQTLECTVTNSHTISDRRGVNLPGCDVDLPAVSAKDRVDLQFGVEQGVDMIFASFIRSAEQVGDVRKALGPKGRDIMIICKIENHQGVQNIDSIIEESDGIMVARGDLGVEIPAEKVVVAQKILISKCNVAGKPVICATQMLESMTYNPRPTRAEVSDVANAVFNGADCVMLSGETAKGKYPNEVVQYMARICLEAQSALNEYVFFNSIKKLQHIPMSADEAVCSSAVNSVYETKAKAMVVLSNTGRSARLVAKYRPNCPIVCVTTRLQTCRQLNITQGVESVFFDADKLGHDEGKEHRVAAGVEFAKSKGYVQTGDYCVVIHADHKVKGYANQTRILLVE
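Purified LmPK (0.1 nM) converted ADP (0.1 mM) to ATP with PEP (0.5 mM) in imidazole buffer pH 7.2 with KCl and MgCl2, 1 h at room temperature. ATP was read by Kinase-Glo luminescence; data normalized to uninhibited and no-enzyme controls.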
Tb PYK inh = qHTS of Trypanosoma Brucei Inhibitors. TbPYK enzyme, Kinase-Glo Plus ATP luminescence, 45 min. pyruvate kinase (Trypanosoma brucei), Q57TT1. 410,000 compounds, 0.12% hits. Potency, µM (highest dose often 76.8 µM), inactives show at the highest dose activity, negative = inhibition, hits mostly inhibitors; further: potency means the concentration at half of the fitted maximal effect; on the % scale 0 is the no-effect control and ±100 the full control effect; nearly all actives have a fitted effect of over 50% in size
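T. brucei PYK with substrate was exposed to pin-transferred compounds across a concentration series, then started with 130 uM ADP (final). After 45 min at room temperature, Kinase-Glo Plus luminescence was read, normalized and curve-fitted.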
AMA1-RON2 inh = qHTS for Inhibitors of AMA1-RON; Towards Development of Antimalarial Drug Lead: Primary Screen. Potency, µM (top dose mostly 58.2 µM), without a hit: at the highest dose activity change, negative = inhibition, usual class: inhibitors. 360,000 compounds, 0.2% hits. AlphaScreen AMA1-biotinylated RON2 peptide binding. AID 720542, 2013. Plasmodium falciparum AMA1 (3D7) - RON2 peptide interaction;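 further: potency means the concentration at half of the fitted maximal effect; 0% = vehicle wells and -100% = peptide control; nearly all actives have a fitted effect of over 45% in size; some results filed as inactive show a strong effect at the top dose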
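AMA1 (3D7) with his tag at 25 nM final met compounds first, then biotinylated RON2 peptide at 25 nM; detection used donor plus acceptor beads, 10 µg/mL apiece, read by AlphaScreen after 30 min at room temperature.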
An asterisk follows results filed as active; ? = inconclusive; . = not tested or not shown; [ ] = remark or other dose. Unless noted, the call rests on the fitted dose curve; in most records, active means well fitted curve in the direction sought with a large enough effect; inconclusive means small, poorly fitted or top-dose-only effect, or another doubt; inactive means no such curve, though single readings can be large; an effect the other way counts as inactive or inconclusive.

SMILES | Pf growth 48h | Shiga toxin inh | Pf growth 96h | Cycloheximide cs | LmPK inhibitor | Tb PYK inh | AMA1-RON2 inh
CC(=O)N1CCN(C(=O)c2ccc(S(=O)(=O)Nc3ccccc3F)cc2)CC1 | 0.7% | . | -24.1% | . | . | 6.0% | -20.7%
Cc1ccc(SC(C)C(=O)Nc2ccccc2-c2ccccc2)cc1 (centres undefined) | -18.2% | -14.5 | 13.1µM* | -1.9 | 3.8% | -7.1% | -0.9%
COc1cc(NC(=O)COc2ccc(Br)cc2)ccc1NC(=O)C(C)C | -0.1% | -2.0 | 1.8% | 8.1 | 2.5% | -3.2% | 7.3%
O=C(CSCc1ccc(F)cc1)N1CCN(c2ccccc2)CC1 | 31.2%[activator] | 31.2 | 75.3%[activator] | 20.1 | 2.8% | -1.4%[15.4 µM] | 18.5%
Cc1ccc2c(c1)/C(=C/c1ccco1)C(=O)N2 | 38.7%[activator] | 29.4 | ? | 4.7 | 0.3% | -4.9% | -25.7%
Cc1nc(CCNC(=O)CC2C(=O)NCCN2Cc2ccc(F)cc2)sc1C (centres undefined) | 6.3% | 15.2 | ? | -1.9 | 3.0% | -3.7% | 4.6%
CC(C)Sc1nc2c(cnn2-c2ccc(F)cc2)c(=O)[nH]1 | 8.7% | -6.6 | 8.7% | -1.0 | 2.9% | -2.5% | 4.0%
COC(=O)Cc1c(C)nc(SCc2ccccc2)[nH]c1=O | . | -4.4 | 26.8% | -4.1 | 2.5% | 1.0% | -8.4%
O=C(CSc1nc2cc(Cl)c(Cl)cc2[nH]1)c1ccc2c(c1)OCO2 | 4.15µM* | 20.1 | 4.65µM* | 1.6 | 0.3% | -23.7% | 84.5%[activator]
O=C(c1cc2ccccc2o1)N(C1CC1)C1(C(=O)Nc2ccccc2)CCCC1 | ? | 10.4 | -29.4% | 1.1 | 13.7% | 1.6% | -5.2%
COc1cc(-n2c(=O)c3ccccc3n(CC(=O)c3ccccc3)c2=O)cc(OC)c1OC | 5.2% | -2.9 | -24.4% | 7.8 | -0.3% | 3.7% | 15.9%
Cc1ccc(OC(=O)c2cc3ccccc3o2)cc1 | . | 27.5 | 50.8%[activator] | 13.6 | 0.7% | 0.2% | 44.8%[activator]
CC(C)c1ccc(OC(=O)c2cccc(S(=O)(=O)N3CCN(C)CC3)c2)cc1 | 8.6% | 42.1 | -4.7% | 11.2 | -1.5% | -4.4% | -33.7%
COc1cc(OC)cc(C(=O)N[C@H](C(=O)Nc2nnc(C3CC3)s2)C(C)C)c1 | -6.3% | 17.7 | -1.1% | -2.4 | 2.4% | -4.8% | -1.2%
COc1ccc(C(=O)Nc2c3c(nn2-c2ccc(Cl)cc2)CS(=O)(=O)C3)cc1 | ? | -2.8 | ? | -3.6 | -1.4% | 2.3% | 26.7%
COc1ccc(-n2c(=S)[nH]c3cc(C(=O)N4CCN(c5ccccc5)CC4)ccc3c2=O)c(OC)c1 | 3.4% | -5.1 | ? | -4.2 | -2.7% | 0.7% | 12.6%
CCOc1c(S(=O)(=O)NC2CC(C)(C)NC(C)(C)C2)ccc(Cl)c1Cl | -4.7% | -3.5 | ? | 0.5 | 2.3% | 0.2% | 2.3%
O=S(=O)(c1ccc(F)cc1)N1CCN(C(=S)NCCc2ccccc2)CC1 | 1.85µM* | -13.8 | ? | -1.4 | 2.8% | -4.3% | 19.6%
Cc1cccc(Nc2nc(NCCCN3CCOCC3)nc(N)c2[N+](=O)[O-])c1 | 14.7µM* | -11.2 | ? | -2.9 | 3.6% | -12.3% | -23.1%
CCOC(=O)COc1ccc(N)cc1CC(NC(C)=O)(C(=O)OCC)C(=O)OCC | ? | -24.6 | -15.5% | -1.9 | 5.0% | 6.8% | -8.0%
COc1ccc(CNC(=O)C2CSC(c3ccc(OC)cc3)N2C(C)=O)cc1 (centres undefined) | . | -6.5 | -42.4% | 3.1 | 13.5% | -0.5% | 3.7%
COc1ccccc1OCc1nnc(SCC(=O)Nc2nnc(C3CC3)s2)n1C | -6.1% | -13.2 | 16.9% | -1.2 | 0.1% | -0.6% | 9.6%
CC(=O)Nc1ccc(NC(=O)C(C)Oc2ccc(C)nc2[N+](=O)[O-])cc1 (centres undefined) | 4.6% | . | -27.5% | . | . | -0.2% | 10.4%
C=C(C)C(=O)Oc1ccc(N2C(=O)[C@@H]3C4C=CC(C4)[C@@H]3C2=O)cc1 | 4.6% | -4.7 | 6.8% | -2.9 | 6.5% | -3.0% | 0.1%
CC(=O)c1cn(CCOc2ccccc2C)c2ccccc12 | 3.29µM* | 13.0 | 0.0% | -2.3 | -4.7% | -0.9% | 4.8%

The list goes on, starting with the last three of the part before.
SMILES | Pf growth 48h | Shiga toxin inh | Pf growth 96h | Cycloheximide cs | LmPK inhibitor | Tb PYK inh | AMA1-RON2 inh
CC(=O)Nc1ccc(NC(=O)C(C)Oc2ccc(C)nc2[N+](=O)[O-])cc1 (centres undefined) | 4.6% | . | -27.5% | . | . | -0.2% | 10.4%
C=C(C)C(=O)Oc1ccc(N2C(=O)[C@@H]3C4C=CC(C4)[C@@H]3C2=O)cc1 | 4.6% | -4.7 | 6.8% | -2.9 | 6.5% | -3.0% | 0.1%
CC(=O)c1cn(CCOc2ccccc2C)c2ccccc12 | 3.29µM* | 13.0 | 0.0% | -2.3 | -4.7% | -0.9% | 4.8%
O=C(Nc1cccnc1)C1COc2ccccc2O1 (centres undefined) | 29.5% | -12.3 | -24.0% | 8.2 | 1.7% | 2.4% | -16.7%
O=C(O)CCC(=O)N1N=C(c2ccccc2)CC1c1ccc(Br)cc1 (centres undefined) | 0.0% | 0.9 | 335.6%[activator] | -1.5 | 3.8% | -0.4% | -12.0%
CCC1S/C(=C(\C#N)C(=O)NCc2ccco2)N(c2ccc(F)cc2)C1=O (centres undefined) | -5.7% | -10.8 | ? | -2.2 | 2.2% | 2.5% | 10.2%
CCOC(=O)c1cc2sc(C)cc2n1CC(=O)Nc1cccc(C)c1C | ? | 0.3 | 10.5% | -1.3 | 5.3% | -8.1% | -1.2%
O=C(Cc1cccc(NC(=O)C2CCN(C(=O)c3ccccc3)CC2)c1)Nc1cccc(C(=O)N2CCCC2)c1 | ? | . | -3.9% | . | . | 2.8% | -3.7%
CCN1CCCC1CNCc1ccc(Cl)cc1Cl (centres undefined) | -2.9% | -2.7 | ? | -4.1 | -2.5% | 0.6% | -2.7%
O=C(CN1CCN(Cc2ccc(Cl)cc2)C1=O)NCCN1CCCC1 | 3.4% | -13.8 | 0.0% | -4.9 | 1.4% | -2.5% | 0.6%
COc1ccc(C(=O)Nc2ccc3nc(C)c(C)nc3c2)cc1 | -10.5%[0.00184 µM] | 129.3* | 0.8% | 39.0* | -0.6% | -2.1% | -1.8%
O=C(NCc1ccccc1)NC1(C(=O)N2CCCC2)CCCCC1 | -1.0% | 11.9 | 26.3% | 13.1 | -2.7% | -2.0% | 3.7%
Cc1c(C(=O)C(=O)N2CCOCC2)c2ccccc2n1Cc1ccccc1 | -12.7% | -2.7 | -21.9% | -10.1 | -6.2% | -4.7% | -9.0%
Cc1cnc(NC(=O)CCNC(=O)c2ccccc2Cl)s1 | 1.0% | 26.8 | 27.9% | 13.1 | 1.0% | 1.7% | 9.1%
COc1ccc2c(c1OC)C(=O)OC2CC(=O)c1ccc2c(c1)OCO2 (centres undefined) | 2.1% | -11.6 | 18.8% | -2.4 | 6.9% | -6.9% | 0.6%
O=C(Nc1nc2cc3c(cc2s1)OCO3)c1ccc(N2C(=O)CCC2=O)cc1 | 2.2% | 19.3 | 7.9% | -0.1 | -0.3% | 1.5% | 7.0%
CCC1COC(c2cccn2Cc2ccccc2Cl)=N1 (centres undefined) | 9.3% | -12.4 | 11.7µM* | -5.5 | 3.8% | 4.6% | -10.7%
Cc1nc2cc(NC(=O)NCc3ccccc3)ccc2o1 | 54.8%[activator] | 44.8* | 55.7%[activator] | 21.4* | 0.0% | -3.4% | 8.2%
CCOC(=O)C[N+](CC)(CC)CC#Cc1ccccc1 | -4.2% | -8.8 | 63.1%[activator] | -3.0 | -1.1% | -7.1% | 31.4%[activator]
O=C(c1nc2nc(-c3cccs3)cc(C(F)(F)F)n2n1)N1CCN(Cc2ccccc2)CC1 | ? | -4.6 | 207.3%[activator] | -3.8 | 2.7% | -5.6% | -8.8%
CC(=O)c1cc(C(=O)N2CCc3c([nH]c4ccccc34)C2C2CCCCC2)[nH]n1 (centres undefined) | ? | 33.6 | ? | 7.6 | 0.8% | -0.9% | 22.6%
N#Cc1cccc2c1-c1ccccc1/C2=N/NC(N)=O | -2.8%[0.00184 µM] | -6.8 | 16.7% | -4.7 | -6.4% | -5.1% | -22.1%
CN(C)c1ccc(CN(C(=O)c2ccco2)C2CCS(=O)(=O)C2)cc1 (centres undefined) | 55.6%[activator] | 7.7 | 5.22µM* | -2.5 | 1.8% | -9.8% | 14.0%
CC1CCC(O)C/C1=C\C=C1/CCCC2(C)C1CCC2C(C)/C=C/C(C)C(C)C (centres undefined) | -5.8% | 3.9 | -24.6% | 13.3 | . | -7.6% | .
COc1cc(C(=O)NNC(=S)NC(=O)c2ccc(F)cc2)cc(OC)c1OC | ? | 19.5 | ? | 8.3 | 0.5% | 1.5% | 115.1%[activator]
Cc1ccc(NC(=O)CN2CCCC2)c2c1CC(C)(C)O2 | 0.0% | -4.8 | -8.3% | 2.0 | 2.2% | -6.6% | 13.0%
CN(C)S(=O)(=O)N1CCN(c2ccnc3cc(Cl)ccc23)CC1 | -19.2% | 9.9 | 0.1% | 4.2 | -5.0% | -3.0% | -6.8%
CCOC(=O)N1CCC(NC(=O)CCc2ccccc2)CC1 | -17.2% | -1.9 | 0.0% | 1.4 | 1.9% | 6.0% | -8.5%
Additional entries:
SMILES | Pf growth 48h | Shiga toxin inh | Pf growth 96h | Cycloheximide cs | LmPK inhibitor | Tb PYK inh | AMA1-RON2 inh
O=C(NCc1ccco1)c1cccc(N2CCCC2=O)c1 | . | -3.0 | -6.4% | -2.2 | 0.7% | -2.0% | -0.7%
C/C(N)=C(/C#N)C(=O)CSc1nc2ccccc2n1CC(C)C | -3.2% | -9.4 | -29.2% | 10.2 | -1.4% | -5.3% | -3.4%
O=C(CSc1nnc(Cc2ccc(Cl)cc2)o1)Nc1ccccc1 | -19.6% | -1.7 | -3.9% | -6.1 | -2.5% | -9.5% | 1.2%
CCN1C(=O)CC(N2CCOCC2)C1=O (centres undefined) | . | -13.2 | 46.6%[activator] | -0.5 | 3.0% | 2.5% | -2.7%
COc1ccc(CNC(=O)c2ccc(Br)s2)cc1OC | 62.7%[activator] | 31.8 | 6.0% | 10.2 | -0.3% | 2.3% | 2.1%
N#Cc1c(N)nc(SCc2ccncc2)c(C#N)c1-c1cccs1 | ? | -12.1 | ? | -3.8 | 2.9% | -1.0% | -2.5%
